HCMV antiviral – qHTS Assay for inhibitors of the human cytomegalovirus (HCMV); HFF cells, HCMV-luciferase reporter, 72 h; hits give low values; activity change, negative = inhibition, % at 57.5 µM; 4.5% of 410,000 active; in the data active = activity change below about -60%; inconclusive = no clear call, values can overlap the other calls; inactive = above about -39%
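HFF cells seeded 16 h at 37C, treated with compounds, infected with luciferase-reporter HCMV at MOI 1 PFU/cell; luciferase read at 72 h post infection, normalized to buffer-only and Salinomycin controls.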
An asterisk follows results filed as active; ? = inconclusive. % is set by controls: 0 for no effect and ±100 for the full control effect. The list is partial. The share of hits here may be higher or lower than overall.

CCC(=O)N1[C@H](CO)[C@@H]2c3ccccc3N(C(=O)Nc3ccc(Cl)cc3)C[C@@H]21
  HCMV antiviral = 21.2
Cc1cccc(C)c1NC(=O)C(CCc1ccccc1)N(C(=O)c1ccc(F)cc1)c1ccccc1F (stereo unspecified)
  HCMV antiviral = -69.8*
COc1ccc(CN2C(=O)[C@@H]3Cc4c([nH]c5ccccc45)C(C)(C)N3C2=O)cc1
  HCMV antiviral = -30.8
COC(=O)C1=C(C)N(Cc2cccc(C(F)(F)F)c2)C(=NCc2ccc(C(F)(F)F)cc2)NC1c1ccc(C(F)(F)F)cc1 (stereo unspecified)
  HCMV antiviral = -100.7*
O=C(NCCN1CCCCC1)[C@H]1[C@H](CO)[C@H]2Cn3c(cccc3=O)[C@@H]1N2C(=O)C1CC1
  HCMV antiviral = -4.8
C[C@H]1CN([C@@H](C)CO)C(=O)CCCn2nncc2CO[C@@H]1CN(C)S(=O)(=O)c1cccs1
  HCMV antiviral = -8.6
Cc1ccc(S(=O)(=O)N(C)c2cccc3c2S(=O)(=O)N([C@H](C)c2ccccc2)C[C@@H](COCc2ccccc2)O3)cc1
  HCMV antiviral = -65.5*
Cc1ccccc1CN1[C@@H](CC(C)C)COc2cc(Br)ccc2S1(=O)=O
  HCMV antiviral = 19.2
O=S(=O)(c1ccccc1)c1c2c(cc3ccc(Cl)cc13)CCC2
  HCMV antiviral = -3.9
NC1(C#Cc2ccc(F)c(-c3noc4ccccc34)c2)CCCCC1
  HCMV antiviral = -18.5

CC(C)CNc1ccc2c(n1)C(=O)N([C@H](C)C(=O)N[C@H](CO)c1ccccc1)C2
  HCMV antiviral = 26.1
COC1CC=C2CCN3CCC4=C(CC(=O)OC4)C23C1 (stereo unspecified)
  HCMV antiviral = -33.1
CC1=C[C@]23OC(C)(C)C[C@@]2(C)C[C@H](C)C3=CC1=O
  HCMV antiviral = 18.1
O=C1CCC[C@H]2[C@@H](Cc3ccccc3)[C@H](NCc3ccccc3)CC[C@]23CCCN13
  HCMV antiviral = -9.1
CN(C(=O)c1ccc(NC(=O)Cc2cccc(NC(=O)C3CCN(C(=O)CCc4ccccc4)CC3)c2)cc1)C1CC1
  HCMV antiviral = 8.6
C[C@H]1[C@@H](NS(=O)(=O)c2cc(Cl)cc(Cl)c2)CC[C@@]23CCCN2C(=O)CCC[C@@H]13
  HCMV antiviral = -5.0
Cc1ccc2nc(-c3cccc(Cl)c3)c(Cc3ccccc3C(F)(F)F)n2c1
  HCMV antiviral = 45.8
COc1cccc2[nH]c(-c3ccccn3)nc12
  HCMV antiviral = 2.2
COc1ccc(OC)c(-c2nnc3n2N=C(c2ccc(OC(F)F)c(OCC4CC4)c2)CS3)c1
  HCMV antiviral = -5.4
O=C(N[C@H]1CC[C@@]23CCCN2C(=O)CCC[C@H]3[C@H]1Cc1ccccc1)C1CCOC1 (stereo partly specified)
  HCMV antiviral = -9.7

CC(C)c1ccc(Nc2cc3[nH]c(-c4cccc(F)c4)cc3cn2)cc1
  HCMV antiviral = -4.8
COc1ccc(Cl)cc1Nc1nc(NCCO)nc(N2CCCCC2)n1
  HCMV antiviral = 10.5
O=C(N[C@H]1CC[C@@]23CCCN2C(=O)CCC[C@H]3[C@H]1Cc1ccccc1)C1CCC1
  HCMV antiviral = 12.0
O=S(=O)(O)NC1CCCCC1
  HCMV antiviral = -1.2
CCOc1cccc(C=NNC(=O)C(=O)Nc2cccc(C(F)(F)F)c2)c1O
  HCMV antiviral = -62.3*
Cc1ccccc1C1=NC(C)(CC(=O)Nc2ccc(F)cc2F)ON1C (stereo unspecified)
  HCMV antiviral = -3.2
c1ccc(NC2C(c3ccccc3)=Nc3ccccc3-n3nnnc32)cc1 (stereo unspecified)
  HCMV antiviral = 3.5
Oc1ccc(Nc2nccc3[nH]c(-c4cccc(F)c4)cc23)cc1
  HCMV antiviral = -9.2
COP(=O)(OC)OC=C(Cl)Cl
  HCMV antiviral = -9.8
COC(=O)N(C)C[C@H]1OCc2cnnn2CCCC(=O)N([C@H](C)CO)C[C@@H]1C
  HCMV antiviral = -11.8

C[C@@H]1Cn2cnc(C(=O)N(C)Cc3ccccc3)c2C(=O)N1
  HCMV antiviral = 0.1
Cc1ccc(S(=O)(=O)NCc2ccc3c(c2)OCO3)cc1
  HCMV antiviral = 17.3
COC(=O)C1=C(C)N(C)C(=NCc2ccc3c(c2)OCO3)NC1c1cccc(F)c1 (stereo unspecified)
  HCMV antiviral = ?
CC1(C)OC(=O)C2=C(CC(CCc3ccccc3)OC2CCc2ccccc2)O1 (stereo unspecified)
  HCMV antiviral = 31.7
COC(=O)[C@]12C[C@H](CC(=O)NCc3ccccc3)C(=O)N(Cc3ccccc3)C1=C[C@H](C(C)C)O[C@@H]2C1CC1
  HCMV antiviral = -17.0
CC(C)(C)n1nc(C2CC2)c(Br)c1NC(=O)c1ccccc1Cl
  HCMV antiviral = -20.0
C=CCCN1[C@@H](Cc2ccccc2)COc2ccccc2S1(=O)=O
  HCMV antiviral = -18.8
O=C(Cn1c(=O)oc2cc(S(=O)(=O)N3CCCC3)ccc21)Nc1ccccn1
  HCMV antiviral = 3.0
O=C1C(c2nnnn2-c2ccc(F)cc2)N(C2CC2)C(=O)N1c1ccccc1 (stereo unspecified)
  HCMV antiviral = -5.8
COc1ccc2c3c([nH]c2c1)[C@H](CO)N(C(=O)C1CCCC1)CC31CCN(C(=O)c2ccncc2)CC1
  HCMV antiviral = -17.9

A section of the results above:
CCOc1cccc(C=NNC(=O)C(=O)Nc2cccc(C(F)(F)F)c2)c1O
  HCMV antiviral = -62.3*
Cc1ccccc1C1=NC(C)(CC(=O)Nc2ccc(F)cc2F)ON1C (stereo unspecified)
  HCMV antiviral = -3.2
c1ccc(NC2C(c3ccccc3)=Nc3ccccc3-n3nnnc32)cc1 (stereo unspecified)
  HCMV antiviral = 3.5
Oc1ccc(Nc2nccc3[nH]c(-c4cccc(F)c4)cc23)cc1
  HCMV antiviral = -9.2
COP(=O)(OC)OC=C(Cl)Cl
  HCMV antiviral = -9.8
COC(=O)N(C)C[C@H]1OCc2cnnn2CCCC(=O)N([C@H](C)CO)C[C@@H]1C
  HCMV antiviral = -11.8
C[C@@H]1Cn2cnc(C(=O)N(C)Cc3ccccc3)c2C(=O)N1
  HCMV antiviral = 0.1
Cc1ccc(S(=O)(=O)NCc2ccc3c(c2)OCO3)cc1
  HCMV antiviral = 17.3
COC(=O)C1=C(C)N(C)C(=NCc2ccc3c(c2)OCO3)NC1c1cccc(F)c1 (stereo unspecified)
  HCMV antiviral = ?
CC1(C)OC(=O)C2=C(CC(CCc3ccccc3)OC2CCc2ccccc2)O1 (stereo unspecified)
  HCMV antiviral = 31.7
COC(=O)[C@]12C[C@H](CC(=O)NCc3ccccc3)C(=O)N(Cc3ccccc3)C1=C[C@H](C(C)C)O[C@@H]2C1CC1
  HCMV antiviral = -17.0
CC(C)(C)n1nc(C2CC2)c(Br)c1NC(=O)c1ccccc1Cl
  HCMV antiviral = -20.0

C=CCCN1[C@@H](Cc2ccccc2)COc2ccccc2S1(=O)=O
  HCMV antiviral = -18.8
O=C(Cn1c(=O)oc2cc(S(=O)(=O)N3CCCC3)ccc21)Nc1ccccn1
  HCMV antiviral = 3.0
O=C1C(c2nnnn2-c2ccc(F)cc2)N(C2CC2)C(=O)N1c1ccccc1 (stereo unspecified)
  HCMV antiviral = -5.8
COc1ccc2c3c([nH]c2c1)[C@H](CO)N(C(=O)C1CCCC1)CC31CCN(C(=O)c2ccncc2)CC1
  HCMV antiviral = -17.9

Following part.
Cc1ccc2nc(-c3ccco3)c(Cc3ccsc3)n2c1
  HCMV antiviral = 14.1
COC(=O)N(C)C[C@H]1OCc2cn(nn2)CCCC(=O)N([C@H](C)CO)C[C@@H]1C
  HCMV antiviral = 20.8
COC(=O)C(Nc1cc(OC)ccc1OC)(c1ccc(F)cc1)C(Nc1cc(OC)ccc1OC)c1ccc(Br)cc1 (stereo unspecified)
  HCMV antiviral = -7.2
CC(C)c1ccc(NC(=O)N[C@H]2CC[C@@]34CCCN3C(=O)CCC[C@H]4C2Cc2ccccc2)cc1 (stereo partly specified)
  HCMV antiviral = 8.9
CCOC(=O)C1=CCN(S(=O)(=O)c2cccc(Cl)c2)C1c1ccc(Cl)cc1 (stereo unspecified)
  HCMV antiviral = -19.6
COc1ccc(CCn2cnn3c(=O)c4ccccc4nc3c2=O)cc1OC
  HCMV antiviral = -2.9
COc1c(O)cccc1[C@@H](O)C1CCN(CCc2ccc(F)cc2)CC1
  HCMV antiviral = -12.5
O=C1c2ccccc2/C(=C\c2ccc(Br)nc2)N1c1ccccc1
  HCMV antiviral = 11.6
Cc1ccc(-c2cc(NC(=O)Cc3c[nH]c4ccccc34)ccc2N(C)c2cccnc2)cc1
  HCMV antiviral = 15.2
CC(=O)c1ccc(N2CCN(S(=O)(=O)c3ccc4c(c3)C(Cl)(Cl)C(=O)N4)CC2)cc1
  HCMV antiviral = -3.4

O=C(NCc1ccccc1Cl)[C@@H]1[C@@H](CO)[C@@H]2Cn3c(cccc3=O)[C@@H]2N1C(=O)C1CCC1
  HCMV antiviral = 2.7
C[C@H]1COc2cc(NCCO)ccc2S(=O)(=O)N1
  HCMV antiviral = 2.0
COc1ccc(-c2cscc2N)cc1
  HCMV antiviral = -2.5
Cc1cccc(C)c1NC(=O)C(Nc1ccccc1)c1ccccc1F (stereo unspecified)
  HCMV antiviral = 8.0
CCOC(=O)C1=CCN(S(=O)(=O)c2cccc(Cl)c2)C1c1ccc(Cl)c(Cl)c1 (stereo unspecified)
  HCMV antiviral = -14.9
CC1CN=C(c2ccc(Cl)cc2)c2c3ccc(C(F)(F)F)cc3[n+]([O-])n21 (stereo unspecified)
  HCMV antiviral = 5.5
CCCCOCC1CN(CCCC)S(=O)(=O)c2c(Oc3ccc(SC)c(C)c3)cccc2O1 (stereo unspecified)
  HCMV antiviral = -7.6
CCN1CCN(c2c(Cl)cccc2NC(=O)c2ccc([N+](=O)[O-])o2)CC1
  HCMV antiviral = -97.3*
CC1=C(C(=O)OCc2ccccc2)C(c2ccc(-c3ccccc3)cc2)NC(=O)N1CCCC(=O)O (stereo unspecified)
  HCMV antiviral = 4.6
COc1ccc(S[C@]2(C(=O)N3CCCC3)CC(=O)N(c3ccc(Cl)cc3)[C@@H]2c2ccc(OC)cc2)cc1
  HCMV antiviral = -20.1

COc1ccc(C(=O)Nc2ccccc2CCC2CCCCN2C)cc1 (stereo unspecified)
  HCMV antiviral = 9.2
CN1c2ccccc2[C@]23CCN(S(=O)(=O)C(F)(F)F)C2=Cc2ccccc2[C@H]13
  HCMV antiviral = 4.5
O=C(O)[C@@H]1C[C@@H](O)CN1
  HCMV antiviral = 17.3
COc1ccc(Nc2cc3c(cn2)ncn3Cc2ccccc2)c(C)c1
  HCMV antiviral = -14.6
CCO[C@@H](Cc1ccc(OCCc2ccc(OS(C)(=O)=O)cc2)cc1)C(=O)O
  HCMV antiviral = 3.0
COC(=O)c1cccc(N2C(=O)C[C@](Sc3ccc(OC)cc3)(C(=O)N3CCCC3)[C@H]2c2ccc(OC)cc2)c1
  HCMV antiviral = -14.1
CCCNC(=O)N1CC(=O)N2[C@H](CO)[C@@H](c3ccc(Br)cc3)[C@@H]2C1
  HCMV antiviral = 7.8
C=C1N(S(=O)(=O)C(F)(F)F)CCC12CN(S(=O)(=O)c1ccc(C)cc1)c1ccccc12 (stereo unspecified)
  HCMV antiviral = -70.4*
COc1ccccc1-c1noc2nc(N(C)Cc3ccc(F)cc3)ccc12
  HCMV antiviral = -8.7
Cc1cc2nc3n(c2cc1C)C(C)(C(=O)Nc1ccc2ccccc2c1)CCC3 (stereo unspecified)
  HCMV antiviral = 31.8

O=C(O)CCC1C(=O)NC(=O)CC1c1ccccc1 (stereo unspecified)
  HCMV antiviral = -15.0
CCN(CC)CCNC(=O)c1ccc(NCN2C(=O)NC(c3ccccc3)(c3ccccc3)C2=O)cc1
  HCMV antiviral = 7.3
COc1ccc(Cn2cnc3cnc(-c4cc(OC)c(OC)c(OC)c4)cc32)cc1OC
  HCMV antiviral = 38.7
O=C(O)c1cc(S(=O)(=O)N2CC3CC(C2)c2cccc(=O)n2C3)ccc1F (stereo unspecified)
  HCMV antiviral = 5.9
O=C1C(=O)N(C(CCc2ccccc2)c2nnnn2Cc2ccccc2)c2ccccc21 (stereo unspecified)
  HCMV antiviral = 38.0
CC1CCN(CCNC(=O)c2ccc3c(=O)n(CCc4ccccc4)c(=O)[nH]c3c2)CC1
  HCMV antiviral = -0.6
Cn1c(NCc2ccccc2)nc2cnc(Nc3ccccc3Cl)cc21
  HCMV antiviral = -8.6
COc1ccc(CNC(=O)N(C)C[C@@H]2OCc3ccccc3-c3c(n(C)c4ccccc34)C(=O)N([C@@H](C)CO)C[C@@H]2C)cc1
  HCMV antiviral = -23.8
COCC#Cc1ccc2c(c1)O[C@H](CN(C)C(=O)c1ccccc1)[C@@H](C)CN([C@H](C)CO)S2(=O)=O
  HCMV antiviral = -6.0
O=C1c2ccccc2NC(c2ccc(-c3ccc(C(F)(F)F)cc3)o2)N1O (stereo unspecified)
  HCMV antiviral = ?

CCOC(=O)CC(=O)Nc1ncnc2c1C(c1ccccc1)c1c(ccc3ccccc13)O2 (stereo unspecified)
  HCMV antiviral = 15.2
CCCCOCC1CN(CCCC)S(=O)(=O)c2c(Oc3ccc(F)cc3)cccc2O1 (stereo unspecified)
  HCMV antiviral = -18.4
C=CCNc1ccc2c(c1)OC[C@H](CC(C)C)NS2(=O)=O
  HCMV antiviral = -5.8
CC(C)C1CC(N(C)C)=CC(=S)N1 (stereo unspecified)
  HCMV antiviral = ?
O=C1NC(=O)C2C3C=CC(C12)C1C(=O)NC(=O)C31 (stereo unspecified)
  HCMV antiviral = 16.8
O=[N+]([O-])c1c(-c2ccccc2)[nH]c2ccc(Cl)cc12
  HCMV antiviral = ?
COc1cc(Nc2cc3[nH]c(-c4ccccc4)cc3cn2)cc(C(F)(F)F)c1
  HCMV antiviral = -11.0
CC(C)CN1CCC(CN2C(=S)NC[C@@H]2Cc2ccccc2)CC1
  HCMV antiviral = -18.2
S=C1NC[C@H](Cc2ccccc2)N1CC1CCN(CCCC2CCCCC2)CC1
  HCMV antiviral = -104.8*
CCCCNC(=O)c1nc2cc(C)c(C)cc2nc1-c1cccc(C(F)(F)F)c1
  HCMV antiviral = -93.8*
COc1ccc2c3n(nc2c1)C(C)CN=C3c1ccc(Cl)cc1 (stereo unspecified)
  HCMV antiviral = 34.5
